Compound activity: PubChem, National Center for Advancing Translational Sciences (NCATS)
KDM5B inhibitor: Primary screen for KDM5B Histone Demethylases FDH-coupled qHTS. Lysine-specific demethylase 5B (Homo sapiens), Q9UGL1. KDM5B demethylase, FDH-coupled NADH fluorescence (FDH is formaldehyde dehydrogenase). Potency, µM (top dose mostly 57.7 µM), for the others: at the top dose activity change, negative = inhibition, usual class: inhibitors. 2.6% of 220,000 active. AID 1347165, 2019; active = well fitted inhibition curve with a large enough effect; inconclusive = small, poorly fitted or top-dose-only effect; inactive = no such curve, though single readings can be large or run the other way; also: 0% is about no effect; nearly all actives have a fitted effect of over 70% in size
Target sequence (Q9UGL1 whole entry, looked up): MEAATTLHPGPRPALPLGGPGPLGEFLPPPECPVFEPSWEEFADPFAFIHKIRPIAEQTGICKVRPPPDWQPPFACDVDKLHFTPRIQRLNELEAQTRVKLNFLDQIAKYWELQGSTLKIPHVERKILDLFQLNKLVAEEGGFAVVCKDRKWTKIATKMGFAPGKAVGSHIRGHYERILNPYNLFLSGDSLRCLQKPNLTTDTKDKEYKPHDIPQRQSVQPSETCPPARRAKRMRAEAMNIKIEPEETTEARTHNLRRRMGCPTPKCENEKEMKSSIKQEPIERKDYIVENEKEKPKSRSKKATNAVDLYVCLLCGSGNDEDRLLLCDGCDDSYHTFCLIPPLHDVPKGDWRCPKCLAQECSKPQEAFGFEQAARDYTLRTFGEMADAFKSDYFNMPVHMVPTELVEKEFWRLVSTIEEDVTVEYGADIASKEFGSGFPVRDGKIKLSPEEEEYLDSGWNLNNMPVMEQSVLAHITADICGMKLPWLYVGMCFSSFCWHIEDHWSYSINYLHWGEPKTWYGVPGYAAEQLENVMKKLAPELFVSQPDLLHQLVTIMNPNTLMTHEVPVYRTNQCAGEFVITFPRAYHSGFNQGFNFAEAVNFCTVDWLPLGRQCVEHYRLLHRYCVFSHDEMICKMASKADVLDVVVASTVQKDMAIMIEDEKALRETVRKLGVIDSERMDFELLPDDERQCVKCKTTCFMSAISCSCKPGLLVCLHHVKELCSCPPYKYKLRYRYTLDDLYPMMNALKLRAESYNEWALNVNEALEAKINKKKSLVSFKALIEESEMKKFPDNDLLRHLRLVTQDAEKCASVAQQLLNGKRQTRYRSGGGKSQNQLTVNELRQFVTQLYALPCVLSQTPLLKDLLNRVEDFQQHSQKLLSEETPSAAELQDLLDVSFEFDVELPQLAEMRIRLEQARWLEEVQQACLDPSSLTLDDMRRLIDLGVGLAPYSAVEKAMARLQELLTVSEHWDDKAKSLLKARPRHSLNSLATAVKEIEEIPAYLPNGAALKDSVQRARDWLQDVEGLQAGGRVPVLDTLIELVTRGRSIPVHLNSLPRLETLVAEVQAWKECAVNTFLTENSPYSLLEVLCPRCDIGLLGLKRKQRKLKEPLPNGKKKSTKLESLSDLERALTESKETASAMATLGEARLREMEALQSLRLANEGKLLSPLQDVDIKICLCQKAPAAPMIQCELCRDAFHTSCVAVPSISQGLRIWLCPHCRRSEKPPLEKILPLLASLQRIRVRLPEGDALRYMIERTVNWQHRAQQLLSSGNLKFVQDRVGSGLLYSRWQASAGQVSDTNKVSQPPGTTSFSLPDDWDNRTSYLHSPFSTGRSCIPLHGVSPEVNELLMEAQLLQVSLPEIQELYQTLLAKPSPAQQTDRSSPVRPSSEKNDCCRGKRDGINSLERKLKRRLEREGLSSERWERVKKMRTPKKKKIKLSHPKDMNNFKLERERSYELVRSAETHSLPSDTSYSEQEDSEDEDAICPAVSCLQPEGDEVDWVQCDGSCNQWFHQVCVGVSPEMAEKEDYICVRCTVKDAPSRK
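Compound dilutions met 200 nM (final) KDM5BΔAP for 10 min at room temperature before substrate addition. The substrate mix held 12.5 µM H3K4me3 with cofactors 25 µM α-ketoglutarate and 50 µM Fe²⁺. NADH signal gain over 30 min defined activity.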
* hit, by the source's call; ? = inconclusive; & = joins results of further samples; [ ] = another dose, or the depositor's remark. Potency is read from the fitted curve at half-maximal effect. An excerpt; the hit share may differ from the screen's.

KDM5B inhibitor,SMILES
-2.7%,Cc1ccc(-c2nc(SCc3ncc(-c4ccccc4)o3)n[nH]2)cc1
-15.7%,Nc1ccc(C(=O)CC(=O)Nc2ccc(Cl)cc2)cc1
13.1%,COCCCNC(=S)Nc1cccc(SC)c1
-20.7%,O=C(CCc1nc(-c2ccccc2)c(-c2ccccc2)o1)N1CCN(C(=O)C2CC2)CC1
-13.4%,COc1ccc(C(=O)N2C[C@@H](Oc3ccccc3)C[C@H]2C(=O)N2CCCC2)c(OC)c1
?,Cc1ccccc1-n1nnnc1SCC(=O)Nc1ccc2nccnc2c1
3.9%,COc1cc(Oc2ccccc2)nc(N)n1
17.1%,CC(C)c1nc2c(c(-c3ccc(O)cc3)n1)CN([S+](=O)([O-])c1ccccc1)CC2
6.6%,Cc1ccc(C(=O)N[C@@H](Cc2ccccc2)C(N)=O)cc1N1CCNC1=O
35.5µM*,CC1(COc2ccccc2)COc2ccc(C(=O)NCCc3cnc[nH]3)cc2N1 (stereo not given)
-8.9%,Cc1ccccc1Oc1c(CCC(=O)NC2CC2)c(C)nn1-c1ccc(F)cc1
?,CCN(CC)C(=O)CN1CCN(C(=O)c2cc(-c3ccccc3)n[nH]2)CC1
1.1%,COc1nnc(-c2ccc(N3CCCCC3)c(NC(=O)c3ccccc3)c2)c2ccccc12
?,CCN(Cc1ccco1)C(=O)[C@@H]1CN(c2ncccn2)C[C@H]1COC
-14.4%,CCOC(=O)N1CCN(Cc2nc3cc(NC(=O)c4ccccc4[N+](=O)[O-])ccc3n2C(C)C)CC1
-22.0%[86.2 µM],COC[C@H]1CCCN1C(=O)C[C@@H]1O[C@H](CNS(C)(=O)=O)[C@@H](O)[C@H]1O
-28.9%,COc1ccccc1NC(=O)Cn1c(=O)n(-c2cccc(Cl)c2)c(=O)c2c1c1cc(C)ccc1n2C
?,Clc1ccc(-c2nc3ccccc3o2)cc1
14.4%,CCCCCCCCc1ccc(-c2ccc(C(=O)O)cc2)cc1
?,CCc1c(C)sc(NC(=O)c2ccc(F)cc2)c1C#N
11.2µM*,COC(=O)[C@@H]1Cc2c([nH]c3ccccc23)[C@H]2C[C@@H](NC(C)C)C[C@@H](c3ccccc3)N21
19.6%,CCCc1noc(-c2cn(C3CCN(C(=O)c4ccc5c(c4)OCO5)CC3)nn2)n1
6.9%,O=C(O)CCCC(=O)c1ccccc1
1.8%,O=[N+]([O-])c1cc(-c2nc(-c3ccccc3)no2)ccc1N1CCCC1

Sorted by length of the SMILES (ascending): part of the list above.
KDM5B inhibitor,SMILES
?,CCc1c(C)sc(NC(=O)c2ccc(F)cc2)c1C#N
14.4%,CCCCCCCCc1ccc(-c2ccc(C(=O)O)cc2)cc1
1.1%,COc1nnc(-c2ccc(N3CCCCC3)c(NC(=O)c3ccccc3)c2)c2ccccc12
-28.9%,COc1ccccc1NC(=O)Cn1c(=O)n(-c2cccc(Cl)c2)c(=O)c2c1c1cc(C)ccc1n2C
-14.4%,CCOC(=O)N1CCN(Cc2nc3cc(NC(=O)c4ccccc4[N+](=O)[O-])ccc3n2C(C)C)CC1

Following part
KDM5B inhibitor,SMILES
-3.0%,CCCn1c(=O)[nH]c(=O)c2c1nc(-c1ccc(OCC#N)c(OC)c1)n2CCN1CCOCC1
-28.2%,Cc1cc(C)c(/C=N/NC(=O)c2nnn(-c3nonc3N)c2COc2ccc(F)cc2)c(C)c1
?,COc1ccc(C2CC(=O)c3cc(-c4nc(-c5ccc(C)cc5)cs4)c(=O)[nH]c3C2)cc1 (stereo not given)
-7.5%,Cc1ccncc1C(=O)O
-11.1%,CCCCCCOc1ccc(C2C(=O)N(C3CCCCC3)CC(=O)N2CCCC)cc1 (stereo not given)
22.4%,CN1C(=O)C(CCC(=O)O)NC1=S (stereo not given)
?,COc1cccc(/C=C/c2nc3ccccc3s2)c1OC(F)F
12.7%,Cc1nn(Cc2ccc(Cl)cc2)c(C)c1NS(=O)(=O)c1c(C)nn(C(F)F)c1C
27.4%,O=C(NCC1CCCO1)c1cccc(S(=O)(=O)Nc2ccc(SC(F)F)cc2)c1 (stereo not given)
-16.8%,Cc1cc(C)cc(N2C(=O)CS(=O)(=O)C23C(=O)N(C)c2ccccc23)c1 (stereo not given)
-14.8%,COCCn1c(=O)n([C@H]2CCCN(C(=O)COc3ccccc3)C2)c2ncccc21
24.9%,Cc1ccc(Cl)cc1NC(=O)NCCCN(C)CC(F)(F)F

Among those listed so far, these have an NH in an aromatic ring.
KDM5B inhibitor,SMILES
-2.7%,Cc1ccc(-c2nc(SCc3ncc(-c4ccccc4)o3)n[nH]2)cc1
35.5µM*,CC1(COc2ccccc2)COc2ccc(C(=O)NCCc3cnc[nH]3)cc2N1 (stereo not given)
?,CCN(CC)C(=O)CN1CCN(C(=O)c2cc(-c3ccccc3)n[nH]2)CC1
11.2µM*,COC(=O)[C@@H]1Cc2c([nH]c3ccccc23)[C@H]2C[C@@H](NC(C)C)C[C@@H](c3ccccc3)N21
-3.0%,CCCn1c(=O)[nH]c(=O)c2c1nc(-c1ccc(OCC#N)c(OC)c1)n2CCN1CCOCC1
?,COc1ccc(C2CC(=O)c3cc(-c4nc(-c5ccc(C)cc5)cs4)c(=O)[nH]c3C2)cc1 (stereo not given)

Next section
KDM5B inhibitor,SMILES
-26.3%[86.2 µM],CS(=O)(=O)c1ccc(CN2C[C@@H]3OCC(=O)N(c4ccccc4)[C@@H]3C2)cc1
-7.5%[115 µM],O=C(NC1CC1)c1cc(-c2ccccc2C(F)(F)F)nc2onc(C3CCNC3)c12 (stereo not given)
-21.6%,C=CCN1CCN(CC2(O)CCCN(Cc3cc(OC)ccc3F)C2=O)CC1 (stereo not given)
?,COc1ccc(Nc2cc3c(cn2)CN(C)CCN3C)cc1OC
?,CC(CCC(=O)N1CCn2nc(Cc3ccccc3)cc2C1)N1CCCC1 (stereo not given)
?,COc1cc(C)ccc1OCCSc1nc2ccc(NC(=O)c3cccs3)cc2s1
-4.1%,Cc1ccc(C=O)n1-c1ccncc1
1.1%,CCNC(=O)N(C1CC1)C1CCOC2(CCN(C(=O)COc3ccc(C)cc3)CC2)C1 (stereo not given)
-5.4%,COc1cc(/C=C(\C#N)c2nc3ccccc3[nH]2)cc(I)c1OC
12.6%,O=c1[nH]nc(-c2ccc(N3CCOCC3)c([N+](=O)[O-])c2)c2ccccc12
11.3%,CC(C)c1nc(C2Cc3ccccc3N2S(=O)(=O)c2cn(C)cn2)no1 (stereo not given)
13.7%,Cc1ccc(C(=O)Nc2c(N3CCCC3)c3ccccc3oc2=O)cc1
11.9%,O=C(Nc1cccc(-c2nnc3n2CCCC3)c1)c1nccc2ccccc12
23.5%,Cc1ccccc1-n1nc(C)c(CCC(=O)NC(C)C)c1Oc1ccccc1
-0.2%,NC(=O)C(Sc1ccccc1F)c1ccccc1 (stereo not given)
?,O=C(Cc1ccc(Cl)cc1)NCc1coc(-c2cccs2)n1
10.1%,CN(C)CCN(Cc1ccccc1)S(=O)(=O)c1ccc2c(c1)n(C)c(=O)c(=O)n2C
-6.5%,CCc1cccc(CC)c1NC(=O)COC(=O)c1cc(C)nc2ccccc12
-12.6%,CCC(C)NC(=O)CSc1nnc(-c2ccc(C)cc2)c(-c2ccc(C)cc2)n1 (stereo not given)
-29.0%[86.2 µM],N#Cc1ccc(CN2CCC3(CC2)COCCN3C(=O)OCc2ccccc2)cc1
?,COc1ccc(OC)c([S+](=O)([O-])c2nnn3c2nc(NC2CCCC2)c2ccccc23)c1
-6.4%[86.2 µM],Cn1cc(CN2Cc3ccc(C(=O)Nc4nccs4)cc3OCC2=O)cn1
-12.0%,COCCc1nn2c(=O)cc(COC(=O)C(c3ccccc3)c3ccccc3)nc2s1
3.9%,Cc1cc(C2CCCN2C(=O)c2ccc(F)cc2F)on1 (stereo not given)
7.3%,CC1(C)CC(=O)C2=C(C1)Nc1[nH]n(-c3ccccc3)c(=O)c1C2c1ccc(F)cc1 (stereo not given)
11.5%,CCc1ccc(NC(=O)CSc2ncc(-c3ccc(F)cc3)o2)cc1
16.3%,O=C(COC(=O)COc1ccc2c(c1)CCC2)NC1CCS(=O)(=O)C1 (stereo not given)
?,COC(=O)c1ccc(NC(=O)CCc2c(C)nc3c(c(C)nn3C(C)(C)C)c2C)cc1
14.5%,O=C(c1ccccc1)N(C1CC1)C1CCOC2(CCNCC2)C1 (stereo not given)
-18.0%,C=CCOC(=O)C1=C(C)N=C2SC=C(CC(=O)N3CCCC3)N2C1c1cc(OC)cc(OC)c1 (stereo not given)
?,Cc1nc(NC2CCCC2)ncc1C(=O)O
?,CCNC(=O)NC(=O)C(C)OC(=O)c1cc(-c2cccs2)nc2ccccc12 (stereo not given)
17.8%,CC12CCC(C/C1=N\NC(=O)c1ccccc1)C2(C)C (stereo not given)
17.0%,CCOC(=O)CNC(=O)C(F)(F)C(F)(F)C(F)(F)C(F)(F)C(=O)NCC(=O)OCC
?,COc1cc(Cl)c(C)cc1NC(=O)c1cc2n(n1)CC(c1ccc(Cl)cc1)OC2 (stereo not given)
11.4%,COc1ccc(/C=N/O)cc1O
20µM*,O=C1NCCCCCCN(Cc2ccncc2)[C@@H]2CN(Cc3ccncc3F)CC[C@H]12
8.7%,O=C1NCCCCCCN(S(=O)(=O)c2ccccc2)[C@H]2CCCC[C@@H]12
?,Cc1ccc(NC(=O)CCCn2c(=O)c3cccn3c3cccnc32)cc1C
8.7%,CN(Cc1ccco1)C(=O)c1cccc(S(=O)(=O)N2CCN(Cc3ccccc3)CC2)c1
4.8%,CCNC(=O)COC(=O)c1c(C)c(-c2ccccc2)nc2ccccc12
-8.3%,Cc1ccc(S(=O)(=O)NCCc2sc3nc(-c4ccccc4)nn3c2C)cc1C
?,CCOc1ccc(NS(=O)(=O)c2ccc3[nH]c4c(c3c2)CCCCC4)cc1
11.8%&-17.7%,Cc1ccc(S(=O)(=O)c2nnn3c2nc(NCc2ccccc2Cl)c2sccc23)cc1
-4.2%,CCOc1ccc(CN2C[C@@H](COC)[C@H](C(=O)N(C)C)C2)cc1
?,Cc1ccc(CCNC(=O)CCn2nc(-c3ccc(C)cc3)ccc2=O)cc1
-25.7%,Cc1ccncc1C(=O)N1CCC2(CC1)CC(c1ccccc1)C(=O)N2C (stereo not given)
7.7%,CC(C)N(CCCNC(=O)c1ccc(N2CCCC2=O)cc1)Cc1ccccc1
-12.8%,COC1CN(C2CCN(C(=O)c3ccc(C)nc3)CC2)C12CCOCC2 (stereo not given)
9.1%[86.2 µM],COCCN1CCOc2nc(-c3cccc(OC(F)(F)F)c3)ncc2C1=O
8.5%[86.2 µM],Cc1ccc(S(=O)(=O)NC[C@H]2O[C@@H](CC(=O)N3CCOCC3)[C@H](O)[C@@H]2O)cc1
3.4%,N#Cc1nc(Cc2ccccc2)oc1N1CCC(Cc2ccccc2)CC1
-4.3%,Cc1ccc(N2CC(=O)N(c3ccc(C)cc3)CC2=O)cc1
-25.7%,COc1cc(NS(=O)(=O)c2cc3c(cc2C)N(C)CCO3)cc(OC)c1OC
3.5%,O=C(CSc1nc2ncccc2c(=O)n1-c1ccccc1)NC1CCCCCC1
-7.9%,O=C(Cc1cccc(Cl)c1)NC1CC(=O)N(Cc2ccc(F)cc2)C1 (stereo not given)
-8.0%,O=C(O)CCC(=O)C(CC(=O)O)CC(=O)O
5.5%,Cc1cc(C(=O)COc2ncnc3ccccc23)c(C)n1CC(F)(F)F
0.0%,Cc1oc2cc(OCc3ccc(F)cc3)ccc2c(=O)c1Oc1ccccc1
6.8%,CC1=C(C(=O)Nc2cccc(C(=O)N3CCN(c4ccccc4)CC3)c2)SCCO1

(cont.)
KDM5B inhibitor,SMILES
-24.9%,CCOc1ccc(Nc2nc(N)c(C(=O)c3ccccc3Cl)s2)cc1
?,NS(=O)(=O)c1ccc(CCNC(=O)Cn2c(-c3cccs3)cc3ccccc32)cc1
12.3%,CC(NC1CC1)c1ccc2ccccc2c1 (stereo not given)
-17.3%,COc1cccc(CC(=O)NCc2nnc3ccc(-c4ccccc4)nn23)c1
-18.2%,CS(=O)(=O)N1CCCN(C(=O)NCCc2ccccc2)CCNC(=O)CC1c1ccccc1 (stereo not given)
27.3%,CC(=O)Nc1ccc(NC(=O)C2CCCN(S(=O)(=O)c3ccc(Cl)cc3)C2)cc1 (stereo not given)
12.4%,CN(C)CCNc1nc2c(c(=O)[nH]c(=O)n2C)n1Cc1cccc2ccccc12
15.5%[86.2 µM],COCC(=O)Nc1ccc([C@@H](O)[C@H]2COCC(=O)N2Cc2ccccc2)cc1
?,O=C(NC1CCN(c2cc(-c3ccccc3)[nH]n2)CC1)c1ccsc1
-0.6%,Cc1nc2ccccc2c(C)c1CC(=O)NCCc1c[nH]c2ccccc12
25.4%,COc1cc(C(=O)O[C@H]2C/C(C)=C/CC[C@@]3(C)O[C@@H]3[C@H](O)[C@@H]2C(C)C)cc(OC)c1OC
19.4%,CCOC(=O)c1oc2cc(OCC)ccc2c(=O)c1-c1ccc(Br)cc1
?,OCCCn1cnc2cc(-n3ccnc3-c3cc4n(n3)CCNC4)ccc21
21.9%,CCCc1ccc(CN2CC[C@@H]3[C@@H](CCC(=O)N3CCc3cnc[nH]3)C2)o1
33.6%,O=C(NCCCn1cccn1)C1CN(S(=O)(=O)c2ccccc2)CC12CCCCC2 (stereo not given)
-25.9%,CN(C1CCOCC1)C1CCN(C(=O)NCCc2ccccc2)CC1
12.6%,O=C(c1ccncc1)c1ccc(N2CCN(C3CC(=O)N(Cc4cccs4)C3=O)CC2)cc1 (stereo not given)
5.6%,Cc1oc(-c2cccc(Cl)c2)nc1CN1CCOCC1
4.3%,Cc1cccc(C)c1NC(=O)Cn1c(=O)n(Cc2ccc(C(=O)NCc3ccco3)cc2)c(=O)c2sccc21
-13.6%,CCN1CCN(Cc2cc(=O)oc3cc(C)c(C)cc23)CC1
?,CCOc1ccc(N(CCCCO)C(=S)NC(=O)c2ccc(C)c(Br)c2)cc1
-22.7%,Cc1cccc(CSc2ccc3nnc(CCNS(=O)(=O)c4ccccc4)n3n2)c1
-11.1%,COc1ccccc1C(=O)N1CCC(Cc2nc(-c3ccccc3)no2)CC1
